Screening data as filed in PubChem BioAssay.
Dynein transport: inhibitors of GR-EGFP nuclear translocation, primary screen, dynein cargo transport inhibitor project, imaging, high-content, 3617.4 mouse cells. AID 1381, 2008. test concentration mostly 20 µM; stimulated with dexamethasone, 1 µM; hits give low values. z-score, hits read low. 220,000 compounds, 0.47% hits;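 active = plate z-score of nuclear minus cytoplasmic receptor signal below a set negative limit, without overly bright fluorescence or cell loss, cut at about -3.5 in these data, passing the limit was not always enough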;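 note: z-score of nuclear minus cytoplasmic ring GR-EGFP intensity difference per well; some compounds called inactive have numbers as strong as hits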
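Schedule: 48 h induction, then 1 h compound, then 30 min agonist, 37 °C. Buffer or medium: tetracycline-free induction medium containing charcoal-stripped FBS. Reagent: 1.0 µM final dexamethasone stimulus. Evaluation: nuclear versus cytoplasmic GR-EGFP signal, averaged per well. Signal: high-content fluorescence imaging after fixation.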
K1F lysis inhibition: inhibition of K1F phage lysis, E. coli UTI89, bacterial capsule biogenesis inhibitors, alamar blue (AID 488966); inhibition, % at 100 µM, or IC50 in µM where a hit was titrated; E. coli UTI89 K1F phage lysis, alamar blue, 2 h; higher % means a stronger effect; 340,000 compounds, 0.02% hits;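 active = phage lysis inhibition, versus mean bacterial control, above a set limit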;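 note: capsule biogenesis inhibitors block K1F phage lysis so surviving cells raise fluorescence; higher fluorescence means more inhibition of phage lysis; actives were called in the ten point dose series up to 300 µM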
M17LAP inhibition: P. falciparum M17LAP inhibitors, primary screen, biochemical, fluorogenic H-Leu-NHMec substrate, 1536-well (AID 1619) | Leucine aminopeptidase (Plasmodium falciparum (isolate 3D7)) | recombinant M17LAP, H-Leu-NHMec fluorogenic kinetic assay; higher % means a stronger effect | inhibition, % at 30 µM, or IC50 in µM where a hit was titrated | 220,000 compounds, 0.38% hits;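 active = compound inhibiting the enzyme by more than half at any dose during confirmatory dose-response retesting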;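 note: plate controls were full reaction with DMSO carrier for no effect and no enzyme background for full effect; strong numbers were not always called active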
Autophagy HCS: autophagy modulators in MEF cells, primary screen, imaging, high-content, MEF GFP-LC3. MEF GFP-LC3 puncta imaging; test concentration mostly 10 µM. calls only at 10 µM (by protocol). 190,000 compounds, 0.98% hits;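 active = percentage of spot-positive cells more than 3 SD above its plate mean, without a fluorescence outlier flag or 80% toxicity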;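 note: spot-positive cell cutoff set from DMSO-treated cells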
MT stabilize HCS: microtubule stabilizers in HeLa cells, primary screen, imaging, high-content imaging | % tubulin-high responders, % at 10 µM | AID 2205, 2009 | 200,000 compounds, 0.83% hits | HeLa tubulin immunostaining HCS, 24 h; share of cells brighter than vehicle mean+2SD;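 active = plate Z-score above 3 for both tubulin-high and condensed-nucleus cell shares, with cell loss under 80%, at 10 µM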;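 note: anti alpha tubulin signal scored within the nucleus-defined area of each cell; some results filed as inactive read as strong as hits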
P. falciparum M1AAP: P. falciparum M1AAP inhibitors, biochemical, fluorogenic H-Leu-NHMec substrate, 1536-well (AID 1445). Aminopeptidase N (Plasmodium falciparum (isolate 3D7)). recombinant M1AAP, H-Leu-NHMec fluorogenic kinetic assay; higher % means a stronger effect. inhibition, % at 30 µM; hits with a dose series show IC50 in µM. 220,000 compounds, 0.42% hits;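 active = primary inhibition above the hit cutoff, then over 50% inhibition at one or more dose response concentrations, cut at about 23% in these data, passing the limit was not always enough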;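 note: plate controls were DMSO full reaction for no effect and no enzyme background for full effect; strong numbers were not always called active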
Insulin prom up: insulin promoter activators in MIN6 cells, imaging, high-content screening, mouse beta cells | MIN6 insulin promoter-GFP reporter; hits give high values | 190,000 compounds, 0.3% hits | AID 1625, 2009 | z-score at 5 µM;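 active = z-score above 3 at 5 µM with at least 500 cells counted in the well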
bCat nuc transl: modulators of beta-catenin nuclear translocation, primary screen, imaging, HeLa cells, immunofluorescence, high-content; AID 1665, 2009; 190,000 compounds, 0.3% hits; nuclear translocation activity, % at 5 µM;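 active = nuclear translocation activity above 50% at 5 µM, with a well cell count of 50 or more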;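 note: per-cell ratio of nuclear to cytoplasmic median beta-catenin stain intensity; plate controls were DMSO negative control for no effect and GSK-3 inhibitor IX positive control for full effect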
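Technique: fluorescence imaging of beta-catenin antibody stain plus DAPI / Material: human HeLa cell line / Incubation: compound treatment 24 h, 37°C, 5% CO2 / Read-out basis: % activation of per-cell nuclear versus cytoplasmic median beta-catenin signal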
ER stress rescue: rescue of cells from ER stress-induced death, primary screen, 384-well, CSM14.1, thapsigargin, ATP luminescence (AID 1222); CSM14.1 thapsigargin-induced death rescue, ATP luminescence; higher % means a stronger effect; cellular ATP content (survival), % at 20 µM, or EC50 in µM where a hit was titrated; 190,000 tested, under 10 active;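 active = EC50 below 50 µM in the dose-response confirmation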;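 note: death triggered by thapsigargin at about 15 µM added after 2 h compound pretreatment; cell ATP read after overnight thapsigargin exposure of roughly 18 to 22 hours; normalized against plate controls of thapsigargin alone and 5% DMSO vehicle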
Dynein transport cytoplasmic EGFP: second read-out of Dynein transport, no call of its own (marks repeat the call); z-score; measured here: cytoplasmic GR-EGFP intensity; hits give high values
Dynein transport nuclear GR-EGFP: second read-out of Dynein transport, no call of its own (marks repeat the call); z-score; measured here: nuclear GR-EGFP intensity;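 lower value marks the stronger effect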
Dynein transport cell count: second read-out of Dynein transport, no call of its own (marks repeat the call); z-score; measured here: cell count per field
Insulin prom up cell count: further read-out of Insulin prom up, marked with its call; cell count; measured here: cytotoxicity, nuclei count;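 total cells summed across four imaged fields per well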
bCat nuc transl cell count 5 µM: second read-out of bCat nuc transl, no call of its own (marks repeat the call); cell count; measured here: cell count, cytotoxicity flag
MT stabilize HCS Hoechst-high %: also measured in MT stabilize HCS; calls as there; % Hoechst-high responders; measured here: nuclear condensation Hoechst responders;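 share of cells brighter than vehicle mean plus two SD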
MT stabilize HCS cytotoxicity %: further read-out of MT stabilize HCS, marked with its call; toxicity, %; measured here: cytotoxicity by cell density;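 0% = mean cell density of plate MIN control wells and 100% = no cells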
Autophagy HCS cell loss 18 h: also measured in Autophagy HCS; calls as there; toxicity, %; measured here: cell loss, nuclei count;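 cell loss after 18 h compound exposure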
* = called active by the depositor; i = inactive; . = not tested or not shown; & = joins results of further samples.

Letters: A = Dynein transport; B = Dynein transport cytoplasmic EGFP; C = Dynein transport nuclear GR-EGFP; D = Dynein transport cell count; E = K1F lysis inhibition; F = M17LAP inhibition; G = Autophagy HCS; H = Autophagy HCS cell loss 18 h; I = MT stabilize HCS; J = MT stabilize HCS Hoechst-high %; K = MT stabilize HCS cytotoxicity %; L = P. falciparum M1AAP; M = Insulin prom up; N = Insulin prom up cell count; O = bCat nuc transl; P = bCat nuc transl cell count 5 µM; Q = ER stress rescue
1: Cc1cccc(C)c1NC(=O)C1CCCCN1C (configuration not stated)
  A: 2; B: -0.14; C: 1.3; D: -1.3; E: 1.4%; F: 9%; G: i; H: -1; I: 1.8; J: 1.6; K: 3.3; L: -7%; M: .; N: .; O: .; P: .; Q: 1.6%
2: Cn1c(=O)c2c(ncn2CCO)n(C)c1=O
  A: .; B: .; C: .; D: .; E: 1.3%; F: -3%; G: .; H: .; I: .; J: .; K: .; L: 7%; M: 0.28; N: 1518; O: -1.2; P: 1153; Q: -2.1%
3: CCCCC1C(=O)N(c2ccccc2)N(c2ccccc2)C1=O
  A: -0.32; B: 0.21; C: 0.4; D: 0.23; E: 0.2%; F: -8%; G: i; H: 12; I: 3.3; J: 1.6; K: 7.9; L: -1%; M: .; N: .; O: .; P: .; Q: -0.3%
4: CNc1c2c(nn1C)CCCC2
  A: 1.1; B: -0.21; C: 0.38; D: -0.76; E: 0.0%&3.0%; F: -1%; G: i; H: 8; I: 0.7; J: 1.9; K: 6.9; L: -3%; M: .; N: .; O: .; P: .; Q: 1.0%
5: Cc1[nH]c2ccccc2c1/C=N/NC(N)=S
  A: -0.26; B: -0.28; C: -0.53; D: 0.74; E: -0.9%; F: 9%; G: .; H: .; I: .; J: .; K: .; L: 6%; M: -0.42; N: 993; O: 0.8; P: 1258; Q: .
6: COc1ccc2nc(NC(=O)Nc3ccccc3)sc2c1
  A: -0.86; B: 0.48; C: 0.2; D: 0.72; E: 3.4%; F: -9%; G: i; H: 11; I: 3.0; J: 2.9; K: 2.4; L: 9%; M: .; N: .; O: .; P: .; Q: -6.3%
7: C/C=C(/C)C(=O)OC1c2c(ccc3ccc(=O)oc23)OC(C)(C)C1OC(=O)/C(C)=C\C (configuration not stated)
  A: -0.52; B: -0.27; C: -0.17; D: 0.8; E: 3.1%; F: -3%; G: i; H: -5; I: 4.7; J: 1.1; K: 12; L: 3%; M: -1.7; N: 1255; O: -2.0; P: 1135; Q: 6.7%
8: O=C(Nc1ccc(C(=O)O)c(O)c1)c1ccccc1
  A: -0.49; B: -0.14; C: -0.31; D: 1.6; E: 0.3%; F: -13%; G: .; H: .; I: .; J: .; K: .; L: -9%; M: -0.12; N: 1381; O: 4.9; P: 932; Q: .
9: CN(C)CCOc1ccccc1Cc1ccccc1
  A: 0.4; B: -0.25; C: 0.4; D: 0.53; E: 8.8%; F: 7%; G: i; H: -37; I: 3.7; J: 3.6; K: 2.4; L: 3%; M: .; N: .; O: -1.6; P: 601; Q: -3.2%

Part of the list above in a different format:
entry	mol	Dynein transport	Dynein transport cytoplasmic EGFP	Dynein transport nuclear GR-EGFP	Dynein transport cell count	K1F lysis inhibition	M17LAP inhibition	Autophagy HCS	Autophagy HCS cell loss 18 h	MT stabilize HCS	MT stabilize HCS Hoechst-high %	MT stabilize HCS cytotoxicity %	P. falciparum M1AAP	Insulin prom up	Insulin prom up cell count	bCat nuc transl	bCat nuc transl cell count 5 µM	ER stress rescue
4	CNc1c2c(nn1C)CCCC2	1.1	-0.21	0.38	-0.76	0.0%&3.0%	-1%	i	8	0.7	1.9	6.9	-3%	.	.	.	.	1.0%
5	Cc1[nH]c2ccccc2c1/C=N/NC(N)=S	-0.26	-0.28	-0.53	0.74	-0.9%	9%	.	.	.	.	.	6%	-0.42	993	0.8	1258	.
6	COc1ccc2nc(NC(=O)Nc3ccccc3)sc2c1	-0.86	0.48	0.2	0.72	3.4%	-9%	i	11	3.0	2.9	2.4	9%	.	.	.	.	-6.3%
7	C/C=C(/C)C(=O)OC1c2c(ccc3ccc(=O)oc23)OC(C)(C)C1OC(=O)/C(C)=C\C (configuration not stated)	-0.52	-0.27	-0.17	0.8	3.1%	-3%	i	-5	4.7	1.1	12	3%	-1.7	1255	-2.0	1135	6.7%
8	O=C(Nc1ccc(C(=O)O)c(O)c1)c1ccccc1	-0.49	-0.14	-0.31	1.6	0.3%	-13%	.	.	.	.	.	-9%	-0.12	1381	4.9	932	.

Not all compounds are listed. The share of hits here may be higher or lower than overall.
